Source: PubChem BioAssay (several laboratories)
PERK inhibitor: blocks human PERK kinase; Q9NZJ5; CHO PERK-DD fusion, SEAP luminescence translation reporter; inhibition, % at 5.6 µM; hit rate 0.17% among 220,000; AID 1416;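 active means inhibition above the mean inhibition of all tested compounds plus 3 SD, set separately per screening campaign, cut at about 2.9% in these data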;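 further: PERK kinase domain activated by AP20187 dimerizer at 100 nM; 0% = DMSO with dimerizer and 100% = rapamycin at 8.4 µM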
KCC2 mod: modulates chloride dependent transport by human KCC2 | AID 1456 | hit rate 2.2% among 190,000 | B-score of Tl+ flux slope (higher = more flux/activation; lower = inhibition) at 10 µM | KCC2 cells, thallium flux FluoZin-2 fluorescence | Q9H2X9;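 active means thallium flux slope and its plate-corrected score both differing from the plate sample mean at a set confidence after two filtering rounds, in either direction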;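 further: slope of fluorescence scaled to starting intensity during 10 to 20 s after thallium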
TNF necrop inh: blocks TNF-alpha induced death of Jurkat FADD-/- cells. Jurkat FADD-/- TNF necroptosis rescue, ATP luminescence, 24 h; 0 = TNF only, 100 = no-TNF cells. activation (protection from cell death), % at 10 µM. hit rate 0.068% among 220,000;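 active means activation, meaning protection from cell death, of at least 50% relative to plate controls; inactive means activation below 50%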;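 further: necroptosis triggered by 40 ng/mL TNF-alpha added together with compound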
eIF4E-4G inh: eIF4E/eIF4G interaction inhibition in translation initiation. TR-FRET eIF4E-eIF4GI(517-606) binding, 2 h. inhibition, % at 21.7 µM. hit rate 0.37% among 220,000. AID 782;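 active means inhibition above about 30%, limit read from the data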;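 further: 0% = full FRET control wells and 100% = background wells lacking eIF4GI fragment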
EBV gp42 block: inhibitors of Epstein-Barr virus glycoprotein 42; Fluorescence polarization binding assay, mP read-out; inhibition, % (tested at 21.74 µM); Q1HVG2; AID 1085; hit rate 0.42% among 220,000; in the data active means inhibition above about 50%
MDM2 E3 inh: inhibitors of human Mdm2 E3 ubiquitin ligase; Q00987; cell-based MDM2 ubiquitination luciferase reporter, 2 h; 0 = plate control, 100 = twice control, blank-subtracted; signal enhancement, % at 5 µM; hit rate 0.11% among 210,000;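 active means signal enhancement of 30% or more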;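 further: luminescence tracks abundance of the self-degrading MDM2-luciferase fusion protein; higher signal means inhibition of MDM2 E3 ligase activity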
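system = mammalian cells stably expressing self-ubiquitinating, self-degrading MDM2 E3–luciferase fusion | quantity = 2000 cells per well seeded | incubation = 4 h cell settling then 2 h compound exposure, 37 °C | signal = SteadyLite luminescence, 15 min reagent step | benchmarks = plate control and blank wells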
m-calpain inh: blocks pig calpain II enzyme activity. purified calpain II, fluorogenic peptide substrate, 30 min. hit rate 0.37% among 220,000. inhibition, % at 16 µM. AID 1236;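 active means inhibition above about 50%, limit read from the data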
zVAD death inh: L929 zVAD cell death inhibition; L929 zVAD necroptosis rescue, ATP luminescence, 24 h; with zVAD 60 µM; viability rescue, % at 10 µM; hit rate 0.38% among 220,000; AID 1377;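 active means activation, scaled between plate controls, above about 75%, limit read from the data; inactive means activation under that limit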;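 further: 0% = zVAD with DMSO and 100% = DMSO alone without zVAD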
Rad51 HR inh: Rad51 (human) homologous recombination inhibition; Q06609; hRad51 DNA strand exchange, fluorescence dequenching; inhibition, % at 10 µM; hit rate 0.085% among 200,000; AID 1385;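 active means inhibition above 40% at the single screening dose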;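 further: 0% = DMSO control wells and 100% = blanks with heterologous ssDNA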
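material = hRad51 filaments on single-stranded DNA | reagent = Donor/quencher-labelled 47-bp dsDNA substrate | compound = 10 µM final, single point | schedule = strand-exchange reaction 15 min at room temperature | measured by = fluorescein emission 520 nm, excitation 485 nm | read-out basis = % inhibition versus plate control and blank means | benchmarks = plate controls and plate blanks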
* = called active by the depositor; i = inactive; / = no result given; [ ] = dose if it differs, or a comment.

1	Nc1cccc(CCc2nc3ccccc3[nH]2)c1
2	COC(=O)c1ccccc1NC(=O)C(CCS(C)(=O)=O)NC(C)=O (configuration not stated)
3	CCOC(=O)c1ccc2ncc(C(=O)OCC)c(NCCCN3CCOCC3)c2c1
4	CC(=O)Nc1ccc(C(=O)N/N=C(\C)CC(=O)Nc2ccc(OCc3ccccc3)cc2)cc1
5	CSc1nc(C)cc(OCC(=O)N2CCOCC2)n1
6	CCOC(=O)c1[nH]c2ccccc2c1NC(=O)Nc1ccc(OC)cc1
assay / entry	1	2	3	4	5	6
PERK inhibitor	1.6	1.3	-0.6	-0.1	1.6	-0.6
KCC2 mod	0.83	0.31	-0.19	-0.055	0.17	/
TNF necrop inh	-0.1	-0.3	-0.5	1.0	-0.6	-3.0
eIF4E-4G inh	0	-3	3	-2	-1	1
EBV gp42 block	-1	-6	17	10	-5	-14
MDM2 E3 inh	1	-9	-2	-15	-6	1
m-calpain inh	-14	-18	-78	9	1	14
zVAD death inh	0.6	-0.1	52	0.8	-0.4	0.0
Rad51 HR inh	3	9	-4	4	-1	-1

7	O=C(/C=C/c1ccc2ccccc2n1)c1cc(Cl)ccc1O
8	COc1cc(C2NCC(c3ccc(Cl)cc3Cl)c3c2[nH]c2ccccc32)cc(OC)c1OC (configuration not stated)
9	C/C(=N/N=C(/N)SCc1ccccc1)C(C)(C)C
10	CC(C)c1ccc2[nH]c3c(c2c1)CCCC3=O
11	CC1CC(C)CN(c2nc3c(c(=O)n(C)c(=O)n3C)n2C)C1 (configuration not stated)
12	CCn1nc(C)c(CNC(=O)Nc2ccc3c(c2)OCO3)c1C
assay / entry	7	8	9	10	11	12
PERK inhibitor	-1.2	-0.5	0.8	0.5	0.5	0.7
KCC2 mod	-0.27	0.15	-0.037	0.88	-0.25	-0.25
TNF necrop inh	-5.3	1.8	0.8	-1.2	-1.3	0.3
eIF4E-4G inh	3	4[fluorescence artefact?]	3	5	8	1
EBV gp42 block	7	-9	-9	-14	-25	-12
MDM2 E3 inh	-6	-4	-6	10	-4	-3
m-calpain inh	-46	-58	-3	-172	7	-19
zVAD death inh	-0.5	0.1	0.4	24	0.5	8.1
Rad51 HR inh	-121	1	22	-3	3	2

13	COC(=O)NCc1ccc(Cl)c(Cl)c1
14	Cc1ccc2nc(C3CCCN(C(=S)Nc4cccc(C)c4C)C3)[nH]c2c1 (configuration not stated)
15	CCOc1ccc(NC(=O)CN2CCN(C3c4ccccc4-c4ccccc43)CC2)cc1
16	COC(=O)C(Cc1ccc(O)cc1)NC(=O)C(C)Oc1ccccc1 (configuration not stated)
17	NNc1nc(Nc2ccccc2)nc(Nc2ccccc2)n1
18	Cc1cc(C)cc(NC(=O)C2CC(=O)n3ncnc3N2)c1 (configuration not stated)
assay / entry	13	14	15	16	17	18
PERK inhibitor	-0.2	0.2	0.0	0.8	-0.4	1.9
KCC2 mod	0.71	/	0.16	-0.066	-0.71	0.46
TNF necrop inh	9.9	-7.7	-0.5	-2.5	0.6	-0.1
eIF4E-4G inh	2	10	5	0	-3	-1
EBV gp42 block	11	-11	-7	-10	-9	-13
MDM2 E3 inh	-8	-21	0	-10	-16	7
m-calpain inh	-18	-16	-4	-1	31	-20
zVAD death inh	2.3	2.2	-0.1	0.0	15	5.1
Rad51 HR inh	-9	-4	5	-4	-2	5

19	COc1ccc2c(c1)c1nc3ccccc3nc1n2Cc1ccc(OC)c(OC)c1
20	C=C1CSc2nc(=O)c3c(C)c(C)sc3n21
21	O=C(CN1C(=O)C2C3C=CC(C3)C2C1=O)N1CCc2ccccc2C1 (configuration not stated)
22	CCOC(=O)c1ccc(NC(=O)CNC(=O)C2CCCCC2)cc1
23	CCN(c1ccccc1)S(=O)(=O)c1ccc(Cl)c(NC(=O)COC(=O)c2ccc(Cl)c(N)c2)c1
24	CCN1C(=O)C2(C(C(=O)c3ccc(C)o3)=C(O)C(=O)N2CCCN2CCOCC2)c2ccccc21 (configuration not stated)
assay / entry	19	20	21	22	23	24
PERK inhibitor	-0.5	-0.1	-0.5	-0.4	0.8	0.3
KCC2 mod	-0.081	0.098	/	-0.012	-0.15	0.15
TNF necrop inh	4.0	-1.2	-0.9	-1.8	0.0	2.0
eIF4E-4G inh	-21	-1	-8	-1	15	7
EBV gp42 block	59*	-5	-15	-10	4	-21
MDM2 E3 inh	2	2	5	-25	14	-2
m-calpain inh	12	-45	-1	-28	-19	4
zVAD death inh	0.6	0.5	0.6	0.5	0.9	0.1
Rad51 HR inh	-37	6	-6	3	6	-4

25	c1ccc(CSc2nnc3c4ccccc4c4ccccc4c3n2)cc1
26	O=C(Nc1ccn(Cc2ccccc2F)n1)c1ccc(COc2ccc(Cl)cc2Cl)o1
27	O=C(Nc1cccc(Cl)c1)Nc1ccccc1C(=O)O
28	Cc1ccc(N2C(=O)C3ON(c4ccccc4)C(c4ccncc4)C3C2=O)c(C)c1 (configuration not stated)
29	Cn1c(C(O)c2ccccc2)nc(Cl)c1Cl (configuration not stated)
30	CCNC(=O)Cn1cc(C(F)(F)F)cc(Cl)c1=O
assay / entry	25	26	27	28	29	30
PERK inhibitor	0.9	0.5	1.6	0.2	1.1	0.7
KCC2 mod	/	0.061	-0.64	/	0.85	0.22
TNF necrop inh	-0.3	-6.7	0.7	-0.4	18	-0.1
eIF4E-4G inh	-14	-1	0	0	-2[fluorescence artefact?]	-3
EBV gp42 block	-3	-15	-4	-12	-19	-6
MDM2 E3 inh	/	-10	-53	-13	-16	-12
m-calpain inh	-21	3	-5	-2	-33	-19
zVAD death inh	0.3	0.3	-0.2	0.5	3.4	1.9
Rad51 HR inh	8	-1	/	4	-2	-6

31	O=C(O)c1cc(-c2ccc(Cl)s2)[nH]n1
32	Cc1nnc(SCC(=O)Nc2cccc(S(=O)(=O)N(C)c3ccccc3)c2)s1
33	COc1ccc(OC)c(C=Nc2ccccc2-c2nc3ccccc3[nH]2)c1
34	COc1ccc(C2Nc3ccccc3C(=O)N2Cc2ccccc2)cc1CSc1ccccn1 (configuration not stated)
35	CC(C)[C@H](NC(=O)c1ccccc1)C(=O)N1CCc2ccccc21
36	O=C(O)CNC(=S)N(Cc1ccco1)Cc1ccccc1Cl
assay / entry	31	32	33	34	35	36
PERK inhibitor	1.7	0.8	0.1	1.4	0.1	0.3
KCC2 mod	0.45	-0.64	-0.54	/	-0.07	-0.71
TNF necrop inh	1.3	-7.6	2.5	0.4	1.6	0.9
eIF4E-4G inh	0	-1	4	3	0	-4
EBV gp42 block	10	-29	-13	1	-18	-11
MDM2 E3 inh	-3	-2	-4	-8	-14	-9
m-calpain inh	8	5	i	-47	21	-7
zVAD death inh	0.6	-0.5	0.5	0.1	0.4	1.3
Rad51 HR inh	19	7	6	/	4	4

37	O=C(OC1CCCCC1=O)c1ccc(S(=O)(=O)Nc2ccccc2)cc1 (configuration not stated)
38	CCCOC(=O)/C=C/c1c(C)[nH]c(=O)[nH]c1=O
39	COc1ccc(-c2cc(C(F)(F)F)nc(SCCC(=O)N3CCN4CCCC4C3)n2)cc1 (configuration not stated)
40	Cc1ccc(Oc2cc(C#N)c(C#N)cc2-n2nnc3ccccc32)cc1C
41	Cc1cc(Cl)ccc1OC(C)C(=O)N1CCCN(C(=O)C(C)Oc2ccc(Cl)cc2C)CC1 (configuration not stated)
42	CC(Oc1ccc(Cl)cc1Cl)c1ccn[nH]1 (configuration not stated)
assay / entry	37	38	39	40	41	42
PERK inhibitor	0.5	0.5	-1.2	0.6	-1.8	2.0
KCC2 mod	1.1	1.7	-0.58	-0.15	-1.6	-0.015
TNF necrop inh	-0.1	0.0	2.6	-0.7	-6.5	0.4
eIF4E-4G inh	-1	2	2	0[fluorescence artefact?]	-8	-4
EBV gp42 block	12	-10	-16	-1	12	0
MDM2 E3 inh	-5	-21	25	0	-5	-5
m-calpain inh	6	25	-92	-36	-102	-6
zVAD death inh	1.9	0.7	-0.3	1.2	0.5	0.3
Rad51 HR inh	10	-3	7	-2	8	8

43	CC1=NN(c2ccccc2)C(=O)/C1=C\c1cc(C)n(-c2ccccc2)c1C
44	COc1ccc(-c2nn(-c3ccccc3)cc2C(=O)Nc2nccs2)cc1OC
45	COc1ccc(-n2c(SCC(=O)NNC(=O)c3ccc(C)cc3)nnc2-c2ccncc2)cc1
46	CCOC(=O)Cc1nn2c(=O)cc(C)nc2s1
47	CC1CCCCC1NC(=O)C1Cc2ccccc2CN1S(C)(=O)=O (configuration not stated)
48	CC1CN(C2CCN(C(=O)c3cccc(Cl)c3)CC2)CC(C)O1 (configuration not stated)
49	Cc1ccc(S(=O)(=O)N2CCCC(C(=O)NCc3ccco3)C2)cc1Cl (configuration not stated)
50	CCOC(=O)c1ccc(N(C(=O)c2cnccn2)C(C(=O)NC2CCCCC2)c2cn(C)nc2C)cc1 (configuration not stated)
51	CC1(C(=O)NC2CCCC2)CCC(=O)N1Cc1ccccc1Cl (configuration not stated)
assay / entry	43	44	45	46	47	48	49	50	51
PERK inhibitor	0.4	-1.2	0.3	0.9	1.4	-0.4	-0.2	0.8	-1.0
KCC2 mod	-0.44	1.9	-0.58	1.5	-0.55	/	0.58	-1.2	0.22
TNF necrop inh	2.8	-8.0	1.3	-0.5	2.4	-0.4	-1.9	-2.6	-0.3
eIF4E-4G inh	-2[fluorescence artefact?]	-1[fluorescence artefact?]	-3	3[fluorescence artefact?]	1[fluorescence artefact?]	3	-3	1	0[fluorescence artefact?]
EBV gp42 block	4	-17	-13	-11	-23	-7	-21	-11	-3
MDM2 E3 inh	-6	-13	-9	-15	-8	0	-5	-16	-8
m-calpain inh	-1	0	18	5	-6	1	0	7	-15
zVAD death inh	88*	1.1	0.0	0.3	-1.1	0.1	-0.1	0.6	0.9
Rad51 HR inh	-6	-9	-5	2	/	1	2	4	-2

Random excerpt: 3 entries already listed.
22	CCOC(=O)c1ccc(NC(=O)CNC(=O)C2CCCCC2)cc1
15	CCOc1ccc(NC(=O)CN2CCN(C3c4ccccc4-c4ccccc43)CC2)cc1
19	COc1ccc2c(c1)c1nc3ccccc3nc1n2Cc1ccc(OC)c(OC)c1
assay / entry	22	15	19
PERK inhibitor	-0.4	0.0	-0.5
KCC2 mod	-0.012	0.16	-0.081
TNF necrop inh	-1.8	-0.5	4.0
eIF4E-4G inh	-1	5	-21
EBV gp42 block	-10	-7	59*
MDM2 E3 inh	-25	0	2
m-calpain inh	-28	-4	12
zVAD death inh	0.5	-0.1	0.6
Rad51 HR inh	3	5	-37
